IMPase Li cell = qHTS Assay for Identifying the Cell-Membrane Permeable IMPase Inhibitors: Potentiation with Lithium. hit rate 0.35% among 210,000. CHO-M1 cells, IP1 TR-FRET (IP-One), carbachol + lithium. Potency, µM (titrated, usually from 59.4 µM), inactives show at the highest dose activity, negative = IMPase inhibition, usual class: inhibitors;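 further: IP1 builds up when IMPase is blocked and the TR-FRET signal falls; plate controls were basal vehicle for no effect and high inhibitor control for full effect; nearly all actives have a fitted effect of over 50% in size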
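Readout is a homogeneous TR-FRET IP1 immunoassay (Ex 320, Em 665 and 620), where raised cytosolic IP1 lowers signal. Cells were CHO-M1 treated 30 min at 37C with test compounds plus a little lithium; AC50 values came from Hill-equation fitting.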
RECQ1 helicase = qHTS Assay for Inhibitors of RecQ-Like Dna Helicase 1 (RECQ1); hit rate 0.54% among 240,000; Potency, µM (doses to about 57.3 µM), inactives show at the top dose activity, negative = inhibition, most hits filed as inhibitors; ATP-dependent DNA helicase Q1 (Homo sapiens), P46063; RECQ1 DNA unwinding, red fluorescence kinetic read;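 further: plate controls were vehicle for no effect and no enzyme for full effect; nearly all actives have a fitted effect of over 30% in size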
Target sequence (P46063 whole entry, looked up): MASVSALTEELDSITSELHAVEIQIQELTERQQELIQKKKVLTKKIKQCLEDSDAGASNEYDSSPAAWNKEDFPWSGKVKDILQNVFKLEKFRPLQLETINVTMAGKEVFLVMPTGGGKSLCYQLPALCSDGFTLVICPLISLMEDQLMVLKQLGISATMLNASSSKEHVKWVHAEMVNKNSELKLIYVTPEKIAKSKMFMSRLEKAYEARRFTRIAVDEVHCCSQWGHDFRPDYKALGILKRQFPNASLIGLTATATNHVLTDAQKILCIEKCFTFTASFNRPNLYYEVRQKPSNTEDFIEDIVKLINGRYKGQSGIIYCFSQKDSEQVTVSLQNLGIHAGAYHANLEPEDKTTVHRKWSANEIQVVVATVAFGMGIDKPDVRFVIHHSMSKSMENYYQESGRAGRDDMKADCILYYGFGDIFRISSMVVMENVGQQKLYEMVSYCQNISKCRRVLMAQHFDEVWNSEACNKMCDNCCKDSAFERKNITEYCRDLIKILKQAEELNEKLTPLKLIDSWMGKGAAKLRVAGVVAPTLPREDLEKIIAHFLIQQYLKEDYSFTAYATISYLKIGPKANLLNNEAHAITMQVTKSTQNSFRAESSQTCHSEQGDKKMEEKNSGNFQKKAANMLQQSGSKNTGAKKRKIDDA
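RECQ1T1 50 nM; forked duplex (20 bp + 30-nt ss tails) 200 nM, ATP 2 mM final; pH 8.0, 2 mM MgCl2, 2.5 ug/ml poly(dI-dC); 15 min compound preincubation; discontinuous kinetic read over 2 h at RT.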
SMN2 splice up = qHTS Assay for Enhancers of SMN2 Splice Variant Expression | HEK293 SMN2-luciferase splicing reporter, luminescence, 30-36 h | Potency, µM (top dose mostly 46.1 µM), inactives show at the top dose activity change, positive = activation, most hits filed as activators | hit rate 2.8% among 210,000 | AID 1458, 2008; further: % of control where 0% means no effect; nearly all actives have a fitted effect of over 55% in size
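qHTS luciferase splicing reporter: luminescence rises when SMN2 exon 7 is included in transfected HEK293 cells. Compound exposure lasted 30-36 h at 37C, with 4.5 mM final sodium butyrate as control, followed by a ONE-Glo read.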
KDM4E inh = qHTS Assay for Inhibitors of Human Jumonji Domain Containing 2E (JMJD2E). Lysine-specific demethylase 4E (Homo sapiens), B2RXH2. JMJD2E catalytic domain, FDH-coupled NADH fluorescence (FDH is formaldehyde dehydrogenase). Potency, µM (top dose mostly 57.1 µM), inactives show at the highest dose activity change, negative = inhibition, actives largely listed as inhibitors. hit rate 1.6% among 230,000; active means well fitted inhibition curve with a large enough effect, not every such curve was filed as active; inconclusive means small, poorly fitted or top-dose-only effect, or another doubt; inactive means no such curve, though single readings can be large or run the other way;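 further: 0% = wells with enzyme and -100% = buffer wells without enzyme; nearly all actives have a fitted effect of over 50% in size; many of its hits are not listed in these tables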
RGS12 GoLoco inh = qHTS Assay for Inhibitors of RGS12 GoLoco Motif Activity (Red Fluorophore); Guanine nucleotide-binding protein G(i) subunit alpha-1 (Homo sapiens), P63096; Gai1:RGS12 GoLoco peptide FP, rhodamine, 10 min; Potency, µM (series often up to 61.6 µM), for inactives: at the top dose activity, negative = inhibition, usual class: inhibitors; hit rate 0.44% among 230,000; active means well fitted inhibition curve with a large enough effect, not every such curve was filed as active; inactive means no such curve, though single readings can be large or run the other way; further: on the % scale 0 is the no-effect control and ±100 the full control effect; nearly all actives have a fitted effect of over 30% in size; many of its hits are not listed in these tables
Target sequence (P63096 whole entry, looked up): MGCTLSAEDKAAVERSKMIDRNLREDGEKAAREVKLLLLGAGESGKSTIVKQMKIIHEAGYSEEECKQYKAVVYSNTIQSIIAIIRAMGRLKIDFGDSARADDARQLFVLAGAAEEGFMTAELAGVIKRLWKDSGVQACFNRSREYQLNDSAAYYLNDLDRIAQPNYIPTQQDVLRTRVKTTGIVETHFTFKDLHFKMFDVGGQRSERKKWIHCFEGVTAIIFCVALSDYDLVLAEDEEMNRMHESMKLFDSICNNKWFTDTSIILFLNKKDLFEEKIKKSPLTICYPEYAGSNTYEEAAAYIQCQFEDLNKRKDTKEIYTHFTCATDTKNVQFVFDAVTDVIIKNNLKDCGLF
Epigenetic reg = Quantitative High-Throughput Screen for Regulators of Epigenetic Control | Potency, µM (titrated, usually from 53.9 µM), inactives show at the highest dose GFP activation, hits mostly activators | AID 1865, 2009 | hit rate 0.2% among 280,000 | murine LDR cells, GFP reporter derepression, 30 h; further: % of control where 0% means no effect; nearly all actives have a fitted effect of over 60% in size
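Readout is the number of GFP-expressing murine LDR cells, counted by cytometry following washing. Cells were treated with compound for 30 h at 37 C; the stably integrated CMV-GFP locus is normally silent.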
NPSR antag = qHTS Assay for Antagonists of the Neuropeptide S Receptor: cAMP Signal Transduction; Q6W5P4; Potency, µM (highest dose often 38.3 µM), inactives show at the top dose activity change, negative = inhibition, usual class: inhibitors; AID 1461, 2008; hit rate 1% among 220,000; CHO-NPSR cells, cAMP TR-FRET, antagonist mode; further: on the % scale 0 is the no-effect control and ±100 the full control effect; nearly all actives have a fitted effect of over 50% in size; many of its hits are not listed in these tables
Luc counter = Counterscreen for Luciferase (Kinase-Glo TM) Inhibition; Kinase-Glo luciferase, ATP luminescence, 8 min; Potency, µM (series often up to 38.3 µM), for inactives: top-dose activity change, negative = inhibition, actives largely listed as inhibitors; hit rate 0.28% among 200,000; further: on the % scale 0 is the no-effect control and ±100 the full control effect; nearly all actives have a fitted effect of over 60% in size
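Substrate mix (final 50 mM imidazole pH 7.2, 50 mM KCl, 7 mM MgCl2, 10 uM ATP, 0.01% Tween 20, 0.05% BSA) plus pin-tool compound, then Kinase-Glo detection mix; 8 min ambient, luminescence read.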
Active calls of the source: *; i = inactive; ? = inconclusive; . = no result given; & = joins results of further samples; [ ] = dose if it differs, or a comment. Unless noted, the call rests on the fitted dose curve; in most records, active means well fitted curve in the direction sought with a large enough effect; inconclusive means small, poorly fitted or top-dose-only effect, or another doubt; inactive means no such curve, though single readings can be large; an effect the other way counts as inactive or inconclusive. Potency means the concentration at half of the fitted maximal effect. A portion of the library; the hit share may differ from the screen's.

SMILES | IMPase Li cell | RECQ1 helicase | SMN2 splice up | KDM4E inh | RGS12 GoLoco inh | Epigenetic reg | NPSR antag | Luc counter
Cc1c(C(=O)NC2CCCCC2)oc2c1C(=O)CC(C)(C)C2 | 21%[38.3 µM] | -9% | -8% | 10% | 7% | -1.1% | -15%[46.1 µM] | -2%
Cc1ccc(-c2nn(-c3ccccc3)cc2C(=O)Nc2ccc(C)c(S(=O)(=O)N3CCOCC3)c2)cc1 | 2% | -18% | -5% | ? | 4% | 0.0% | -7% | -1%
CC(C)OC(=O)/C(=C\c1ccccc1)NC(=O)c1ccccc1 | 4% | -1% | -2% | ? | 4% | 0.6% | -5% | -1%
COc1ccc(-n2c(CNC(=O)c3ccc(S(=O)(=O)N4CCCC4)cc3)n[nH]c2=S)cc1 | -6%[38.3 µM] | ? | -4% | 6% | 7% | -2.2% | -5%[46.1 µM] | -5%
CCCCC1(O)CC(C(F)(F)F)=NN1C(=O)COc1ccccc1 (stereo unspecified) | 12% | -2% | -30% | 11% | -7% | -0.1% | -10% | 2%
CCOCCCNC(=O)C(c1ccc(OC)cc1)N(Cc1cccs1)C(=O)CNC(C)=O (stereo unspecified) | 2% | 3% | -2%&1% | -9% | 14% | ? | 7% | -4%
CNC(=S)N/N=C/c1cn(CCOc2cccc(OC)c2)c2ccccc12 | 13% | i | ? | ? | 3% | -1.8% | 16% | 1%
Cc1cc(C(C)(C)C)cc(C)c1N | 3% | -3% | 3% | -3% | 3% | 3.4% | 6% | 0%
COC(=O)c1c(NC(=O)Cn2nc(C(F)F)cc2C(F)F)sc(C)c1C | 13%[38.3 µM] | i | -1% | -18% | -5% | 0.0% | -23%[46.1 µM] | 2%
CSC(=NS(=O)(=O)c1ccc(C)cc1)SC | -7%[38.3 µM] | -12% | -9% | -8% | -4% | 1.9% | -4%[46.1 µM] | 0%
CC(C(=O)Nc1ccc(S(=O)(=O)N2CCCCC2)cc1)N1CCN(c2ccccn2)CC1 (stereo unspecified) | 17% | i | -10% | -4% | -4% | 1.1% | 4% | 0%
CC(=O)CSc1nc2ccccc2o1 | 10% | -5% | 3% | 5% | -1% | -1.2% | 2%[46.1 µM] | 4%
Clc1ccc(-n2cc(COCc3ccccc3)nn2)cc1 | 3% | 10% | 13µM* | 10% | -1% | -0.5% | -9% | -2%
O=Cc1c(N2CCN(c3cccc(Cl)c3)CC2)nc2ccccn2c1=O | 4% | -2% | -6% | -10% | 5% | -11% | 2%[46.1 µM] | -1%
Cc1cc(C)n(CCC(=O)N/N=C/c2ccccc2O)n1 | -6% | 1% | . | -8% | 6% | 0.0% | -17%[46.1 µM] | 5%
O=C(CCC1CCCCC1)Nc1cccnc1 | 22%[38.3 µM] | -4% | 3% | 8% | 0% | 0.8% | -16%[46.1 µM] | 15%
CC(=O)c1cc2cc(O)ccc2o1 | 11µM* | -6% | ? | ? | -22% | 0.1% | -11%[46.1 µM] | -3%
CNC(=O)N(O)C1N(/N=C/c2cccnc2)C(=S)SC1(C)C (stereo unspecified) | . | -5% | . | -6% | 26% | 3.8% | 8%[7.67 µM] | .
O=C1CSC(c2cccc([N+](=O)[O-])c2)N1c1ccccc1 (stereo unspecified) | 2% | -14% | -2% | 5% | -6% | -0.1% | -2% | 3%
Cn1c(SCC(=O)NC2CCCCCC2)nnc1-c1cccs1 | -12%[38.3 µM] | -1% | -5% | 6% | 3% | -0.2% | -6%[46.1 µM] | -3%
Nc1nc(-c2ccccc2)nn1C(=O)Cc1ccccc1 | 13%[38.3 µM] | -8% | 21% | -16% | -12% | -1.1% | ? | 4%
CC1CCc2cc(F)cc3c(O)c(C(=O)NCC4CCCO4)c(=O)n1c23 (stereo unspecified) | 0%[38.3 µM] | i | 18% | ? | 9% | 0.0% | 6%[46.1 µM] | -1%
O=C(O)c1ncc(-c2ccccc2)cn1 | -2%[38.3 µM] | -7% | -9% | -14% | 3% | -4.3% | 0%[46.1 µM] | -3%
COC(=O)C(NC(=O)c1ccc(F)cc1)(Nc1ncc(S(=O)(=O)c2ccc([N+](=O)[O-])cc2)s1)C(F)(F)F (stereo unspecified) | 12%[38.3 µM] | -5% | -30%[inhibitor] | -7% | 9% | 0.8% | ? | -4%
COc1ccc(N2CCN(C(=S)Nc3cc(C)cc(C)c3)CC2)cc1 | -5%[38.3 µM] | 17% | -13% | -14% | -3% | 0.4% | -10%[46.1 µM] | -6%
CCOc1ccc(CCNC(=O)CSc2cc(=O)n(C)c3ccc(Cl)cc23)cc1OCC | 6% | -2% | 6%&5% | -4% | -3% | 0.0%&-1.0% | -12% | -1%
C=CCOc1ccc(Br)cc1CNCCO | 12% | 0% | . | 6% | -12% | 0.2% | 0% | 5%
C#CCOCCOCCOCCNc1nc(N2CCN(C(=O)Cn3cc(CC(C)O)nn3)CC2)nc(N2CCN(C(=O)[C@H](CCCCN)n3cc(CCC(=O)O)nn3)CC2)n1 (stereo partly specified) | -8% | -2% | -11% | 0% | -11% | -1.6% | 16% | 3%
O=C(NCc1cn2ccsc2n1)c1cccc(C(F)(F)F)c1 | 22%[38.3 µM] | -12% | -7% | 9% | -11% | 0.8% | -5%[46.1 µM] | 1%
CCc1ccc2nc(-c3cccc(C)c3)nc(SCC(=O)NCC3CCCO3)c2c1 (stereo unspecified) | ? | -6% | -3% | 11% | -4% | 0.0% | 4%[46.1 µM] | 4%
Cc1[nH]n(-c2ccc([N+](=O)[O-])cc2)c(=O)c1C=NCCN1CCN(C(=O)c2cccc(F)c2)CC1 | 28%[38.3 µM] | -13% | -3% | 4% | 11% | 0.7% | -17%[46.1 µM] | -29%
CCOC(=O)CSc1nnc(CSc2nc3ccccc3c(=O)[nH]2)n1-c1ccccc1 | 31%[38.3 µM] | 0% | 2% | 2% | 9% | 0.0% | -19%[46.1 µM] | 2%
CCOC(=O)c1[nH]c(C)c(C(=O)NC2CCCCCC2)c1C | 6% | i | 8% | 10% | 2% | -0.1% | -3% | 0%
Cc1ccc(N(CC(=O)Nc2ccc(S(=O)(=O)N3CCOCC3)cc2)S(C)(=O)=O)cc1C | 5%[38.3 µM] | -5% | 1% | 1% | -3% | -0.2% | -16%[46.1 µM] | -3%
CCS(=O)(=O)Nc1c(C)n(C)n(-c2ccccc2)c1=O | -9%[38.3 µM] | -4% | -13% | 8% | 9% | -7.6% | -13%[46.1 µM] | 6%
CN(Cc1nccn1C)C(=O)CC1C(=O)NCCN1Cc1ccccc1C(F)(F)F (stereo unspecified) | 0% | i | . | -15% | -58% | 0.9% | -29% | 2%
Cc1cc(C)cc(NC(=O)CCc2nc3ccccc3[nH]2)c1 | 1%[38.3 µM] | 15% | 13% | -9% | -6% | 4.0% | -9%[46.1 µM] | 2%
CCCCC#Cc1ccc(C(=O)NNC(=O)Nc2ccccc2)o1 | . | 28µM* | . | -5% | -6% | 1.0% | -3%[7.67 µM] | .
CCNc1nc(NCC)nc(N/N=C/c2ccc(N(C)C)cc2)n1 | 18% | 0% | 4% | ? | 6% | 0.0% | -36% | 6%
CCS(=O)(=O)Nc1cccc(-c2ccc3nnc(C)n3n2)c1 | 0% | -6% | 163% | -1% | 2% | -1.4% | 7% | 3%

Reformatted: two of the compounds above
Results follow in this order: IMPase Li cell, RECQ1 helicase, SMN2 splice up, KDM4E inh, RGS12 GoLoco inh, Epigenetic reg, NPSR antag, Luc counter
- Cc1ccc(-c2nn(-c3ccccc3)cc2C(=O)Nc2ccc(C)c(S(=O)(=O)N3CCOCC3)c2)cc1
  2%, -18%, -5%, ?, 4%, 0.0%, -7%, -1%
- CC(C)OC(=O)/C(=C\c1ccccc1)NC(=O)c1ccccc1
  4%, -1%, -2%, ?, 4%, 0.6%, -5%, -1%

Full records from above. Screens in order: IMPase Li cell	RECQ1 helicase	SMN2 splice up	KDM4E inh	RGS12 GoLoco inh	Epigenetic reg	NPSR antag	Luc counter
Cc1cc(C)cc(NC(=O)CCc2nc3ccccc3[nH]2)c1 is listed with 1%[38.3 µM]	15%	13%	-9%	-6%	4.0%	-9%[46.1 µM]	2%
CCS(=O)(=O)Nc1cccc(-c2ccc3nnc(C)n3n2)c1 is listed with 0%	-6%	163%	-1%	2%	-1.4%	7%	3%
CN(Cc1nccn1C)C(=O)CC1C(=O)NCCN1Cc1ccccc1C(F)(F)F (stereo unspecified) is listed with 0%	i	.	-15%	-58%	0.9%	-29%	2%
Cc1ccc(N(CC(=O)Nc2ccc(S(=O)(=O)N3CCOCC3)cc2)S(C)(=O)=O)cc1C is listed with 5%[38.3 µM]	-5%	1%	1%	-3%	-0.2%	-16%[46.1 µM]	-3%
CCOC(=O)c1[nH]c(C)c(C(=O)NC2CCCCCC2)c1C is listed with 6%	i	8%	10%	2%	-0.1%	-3%	0%

Continuation.
SMILES | IMPase Li cell | RECQ1 helicase | SMN2 splice up | KDM4E inh | RGS12 GoLoco inh | Epigenetic reg | NPSR antag | Luc counter
COc1ccc(Cl)c(Cn2c(NCCCO)nc3c2c(=O)n(C)c(=O)n3C)c1 | -7%[38.3 µM] | -1% | -2% | 0% | 9% | 0.7% | -19%[46.1 µM] | -2%
N#Cc1ccsc1NC(=O)COC(=O)c1cc(Br)ccc1O | . | -10% | . | 16% | 14% | 1.0% | 0%[7.67 µM] | .
COc1ccc(CCN2C(=O)C3C4CC(C5C(C(=O)O)=NOC45)C3C2=O)cc1OC (stereo unspecified) | 22%[38.3 µM] | 5% | -9% | 0% | -48% | 0.0% | -5%[46.1 µM] | 4%
CCc1nnc(NC(=O)c2ccc3ccccc3n2)s1 | 28% | 5% | 2.8µM* | -11% | 35%[activator] | -1.0% | -44% | ?
CCN1CCN(C(=O)C(C)N(c2ccc(C)cc2)S(C)(=O)=O)CC1 (stereo unspecified) | 19%[38.3 µM] | -3% | 32% | 3% | 9% | -2.1% | -5%[46.1 µM] | 1%
O=c1cc(CSc2nnnn2-c2ccccc2)nc2nc[nH]n12 | 14%[38.3 µM] | -6% | 1% | -1% | -5% | -0.8% | -7%[46.1 µM] | 1%
